Compound activity (PubChem)
Rtt109 Vps75: C. albicans Rtt109 histone acetyltransferase inhibition. purified Rtt109/Vps75, ThioGlo CoA-SH fluorescence, 4 h. inhibition, % at 34.9 µM. 330,000 compounds, 0.16% hits;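 active means inhibition of at least 50% in every replicate; inconclusive means best replicate reaches 50% inhibition but some replicates fall short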
Target sequence (Q5AAJ8 whole entry, looked up): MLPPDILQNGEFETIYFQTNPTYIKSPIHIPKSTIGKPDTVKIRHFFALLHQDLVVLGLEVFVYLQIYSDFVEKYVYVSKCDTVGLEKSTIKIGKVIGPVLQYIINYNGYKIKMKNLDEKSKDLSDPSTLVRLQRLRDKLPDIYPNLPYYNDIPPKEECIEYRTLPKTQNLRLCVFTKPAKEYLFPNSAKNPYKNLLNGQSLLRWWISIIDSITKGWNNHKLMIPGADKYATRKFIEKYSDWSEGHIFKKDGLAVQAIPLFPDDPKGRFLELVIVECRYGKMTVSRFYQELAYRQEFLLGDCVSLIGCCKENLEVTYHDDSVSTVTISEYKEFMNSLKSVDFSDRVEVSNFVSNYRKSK
Tat export inh: blocks Tat-dependent protein export in E. coli. E. coli MC4100 TorA-mCherry Tat export, fluorescence. inhibition, % at 10 µM. 340,000 compounds, 0.036% hits;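 active means mean replicate inhibition at least 50% and at least half of replicates individually reaching 50%; inconclusive means only one of the two criteria met; inactive means neither criterion met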;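 further: exported cargo escapes ClpAP degradation while cytoplasmic cargo is degraded and loses fluorescence; 0% = median of neutral control wells and 100% = median of NaSCN control wells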
DAGLB inh: diacylglycerol lipase beta (human) inhibition. 340,000 compounds, 0.059% hits. inhibition, % at 5.17 µM. HEK293T DAGLB membrane lysate, EnzChek fluorogenic substrate. Q8NCG7; in the data active means inhibition above about 34%;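 further: 0% = enzyme with vehicle and 100% = wells lacking enzyme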
Target sequence (Q8NCG7 whole entry, looked up): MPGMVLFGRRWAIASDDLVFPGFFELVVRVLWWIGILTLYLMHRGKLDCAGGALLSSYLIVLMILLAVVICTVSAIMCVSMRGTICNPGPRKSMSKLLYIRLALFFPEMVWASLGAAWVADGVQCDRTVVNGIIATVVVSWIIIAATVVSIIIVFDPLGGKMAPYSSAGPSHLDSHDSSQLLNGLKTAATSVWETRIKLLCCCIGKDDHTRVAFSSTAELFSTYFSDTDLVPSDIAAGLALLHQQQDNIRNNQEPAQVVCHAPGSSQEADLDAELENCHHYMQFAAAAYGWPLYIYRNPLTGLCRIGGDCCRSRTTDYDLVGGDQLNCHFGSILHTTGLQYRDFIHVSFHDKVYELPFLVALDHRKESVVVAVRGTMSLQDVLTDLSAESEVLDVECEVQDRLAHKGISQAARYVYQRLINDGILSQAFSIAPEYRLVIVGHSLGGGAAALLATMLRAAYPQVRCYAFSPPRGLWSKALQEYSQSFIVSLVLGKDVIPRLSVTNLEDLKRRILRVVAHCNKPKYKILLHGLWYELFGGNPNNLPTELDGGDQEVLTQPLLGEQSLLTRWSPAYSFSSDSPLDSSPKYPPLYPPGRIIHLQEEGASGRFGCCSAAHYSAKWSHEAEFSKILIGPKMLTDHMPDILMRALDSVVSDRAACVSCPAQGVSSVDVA
AddAB inh: less growth of phage-infected E. coli with AddAB; 330,000 compounds, 0.29% hits; E. coli expressing H. pylori AddAB, absorbance growth; inhibition, % at 11.9 µM; AID 435030; in the data active means inhibition above about 12%;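 further: 0% = vehicle wells of infected cells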
PfHsp90 set2: inhibits growth of yeast expressing Plasmodium falciparum Hsp90. S. cerevisiae expressing PfHsp90, BacTiter-Glo ATP, 48 h; yeast lacking PDR1 and PDR3 efflux regulators. inhibition, % at 9.4 µM. 310,000 compounds, 0.32% hits;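 active means every replicate shows inhibition above about 80%, whatever the replicate mean, limit read from the data; inconclusive means mean inhibition reaches the set limit but some replicate falls short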;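 further: 0% = DMSO neutral controls and 100% = 20 µM radicicol positive controls; yeast relying on Plasmodium falciparum Hsp90 in place of its own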
phage Ecoli inh: E. coli growth loss with phage present; inhibition, % at 11.9 µM; 360,000 compounds, 0.26% hits; AID 651602; growth absorbance; in the data active means inhibition above about 11%
PvdQ inh: P. aeruginosa PvdQ acylase inhibition | purified PvdQ acylase, fluorescence plate reader | inhibition, % at 10 µM | 340,000 compounds, 0.063% hits; in the data active means inhibition above about 30%, passing the limit was not always enough; inconclusive means no clear call, values can overlap the other calls;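 further: 0% = vehicle neutral wells and 100% = reference inhibitor wells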
CAL PDZ inh: human CAL PDZ-peptide interaction inhibition | 330,000 compounds, 0.02% hits | AID 504414 | purified CAL PDZ, TMR-peptide fluorescence polarization, 1 h | Q9HD26 | inhibition, % at 20 µM;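 active means highest replicate inhibition of at least 40%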;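 further: plate controls were DMSO neutral control wells for no effect and unlabeled competitor peptide control wells for full effect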
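Test system: tagged CAL PDZ domain / Buffer or medium: sodium phosphate/NaCl buffer pH 7.4 with TCEP, IgG, Thesit / Reagent: TMR-labelled reporter peptide T*-PRC34 bound in PDZ groove / Compound dosing: single point, 20 µM / Schedule: 1 h incubation at room temperature before polarization reading / Technique: fluorescence polarization (mP) / Benchmarks: unlabelled peptide, DMSO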
Ecoli viability: bacterial growth inhibition, counter-screen for AddAB inhibitors; 330,000 compounds, 0.27% hits; inhibition, % at 11.9 µM; E. coli V3065 growth, OD600 absorbance, 18 h; AID 449728;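 active means inhibition above the campaign's mean inhibition across all tested compounds plus 3 SD, cut at about 9.9% in these data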;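 further: uninfected addAB+ strain grown without phage in ampicillin broth; 0% = DMSO wells and 100% = ciprofloxacin 0.95 µg/ml wells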
Wnt bcat act: Wnt/beta-catenin pathway activation; Wnt/beta-catenin reporter cell assay, activator, plate reader; activation, % at 9.35 µM; 300,000 compounds, 1.2% hits; AID 743398; in the data active means activation above about 30%, passing the limit was not always enough; inconclusive means no clear call, values can overlap the other calls;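 further: 0% = neutral control wells and 100% = positive control wells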
The depositor's hits bear a star; & = joins results of further samples.

`CCOC(=O)CSc1nc2ccc(NC(C)=O)cc2s1` gave Rtt109 Vps75 3, Tat export inh 5, DAGLB inh -1, AddAB inh 2.3, phage Ecoli inh 2.8, PvdQ inh -12, CAL PDZ inh -3.7 and Ecoli viability -1.3.
Screening O=c1c2sc3nc(N4CCOCC4)c4c(c3c2ncn1CCc1ccccc1)CCCC4 returned Rtt109 Vps75 6, Tat export inh -2, DAGLB inh -1, AddAB inh 1.4, PfHsp90 set2 -2, phage Ecoli inh 0.0, PvdQ inh 8, CAL PDZ inh -1.3, Ecoli viability 3.4 and Wnt bcat act -2.
Screening c1ccc(Cc2nn3c(C4COc5ccccc5O4)nnc3s2)cc1 (stereo not drawn) returned Rtt109 Vps75 -4, Tat export inh 7, DAGLB inh -3, AddAB inh 0.7, PfHsp90 set2 -15, phage Ecoli inh 1.1, PvdQ inh -22, CAL PDZ inh -4.3 and Ecoli viability -0.2.
For O=C(c1ccc(Cl)c(S(=O)(=O)NCc2ccco2)c1)N1CCN(c2ccccc2F)CC1 the results were Rtt109 Vps75 15, Tat export inh -6, DAGLB inh -2, AddAB inh 0.4, PfHsp90 set2 4, phage Ecoli inh 1.1, PvdQ inh -21, CAL PDZ inh -0.6, Ecoli viability 2.6 and Wnt bcat act -11&1.
O=C(CNC(=O)C1CCCCC1)NCc1ccco1 was read as Rtt109 Vps75 -7, Tat export inh -8, DAGLB inh 0, AddAB inh 0.5, PfHsp90 set2 -4, phage Ecoli inh 1.4, PvdQ inh 4, CAL PDZ inh -0.2, Ecoli viability -3.0 and Wnt bcat act 2.
Screening Cc1ncc(CN2CCC(C(=O)Nc3ccc(Oc4cccnc4)cc3)CC2)cn1 returned Rtt109 Vps75 4, Tat export inh 9, DAGLB inh -2, AddAB inh -0.3, PfHsp90 set2 12, phage Ecoli inh 3.3, PvdQ inh -10, CAL PDZ inh 0.0, Ecoli viability -0.2 and Wnt bcat act 1.
Screening Cc1ccc(C2CC(c3ccccc3C)n3nc(N)nc3N2)cc1 (stereo not drawn) returned Rtt109 Vps75 -1, Tat export inh 1, DAGLB inh -1, AddAB inh 1.8, PfHsp90 set2 -12, phage Ecoli inh 4.4, PvdQ inh -5, CAL PDZ inh -1.4, Ecoli viability 0.0 and Wnt bcat act -2.
`Cc1cc(C)nc(SC(C)C(=O)N/N=C/c2cccs2)n1` (stereo not drawn) gave Rtt109 Vps75 -6, Tat export inh inconclusive, DAGLB inh -1, AddAB inh 2.5, PfHsp90 set2 10, phage Ecoli inh 1.4, PvdQ inh 11, CAL PDZ inh -1.0 and Ecoli viability -0.1.
For CCN(CCn1cccn1)C(=O)CCc1nnc(Cc2c[nH]c3ccccc23)o1 the results were Rtt109 Vps75 -8, Tat export inh -12, DAGLB inh 0, AddAB inh 5.8, PfHsp90 set2 12, phage Ecoli inh 4.3, PvdQ inh -7, CAL PDZ inh -2.3, Ecoli viability -1.1 and Wnt bcat act 5.
Screening CCCCCn1c(=N)n(CC(O)COc2ccccc2OC)c2ccccc21 (stereo not drawn) returned Rtt109 Vps75 7&19, Tat export inh 19&-15, DAGLB inh 3&1, AddAB inh 3.2&5.4, PfHsp90 set2 3&18, phage Ecoli inh 3.3&4.2, PvdQ inh 10&5, CAL PDZ inh -1.0&-1.2, Ecoli viability 1.6&0.7 and Wnt bcat act -4&-2.
Screening CCCCC(=O)N(CCOC)c1nnc(-c2ccc(OC)cc2)s1 returned Rtt109 Vps75 -8, Tat export inh 10, DAGLB inh -4, AddAB inh 2.1, PfHsp90 set2 12, phage Ecoli inh 2.7, PvdQ inh -22, CAL PDZ inh -0.8, Ecoli viability -1.5 and Wnt bcat act -3.
Screening O=C(O)c1ccc(N2C(=O)CC(N3CCN(c4cccc(Cl)c4)CC3)C2=O)cc1 (stereo not drawn) returned Rtt109 Vps75 -3, Tat export inh 0, DAGLB inh -1, AddAB inh 1.7, PfHsp90 set2 -9, phage Ecoli inh -0.1, PvdQ inh -12, CAL PDZ inh -0.4, Ecoli viability 1.3 and Wnt bcat act -2.
For O=C(c1cccs1)N1CCN(c2ncc(Br)cn2)CC1 the results were Rtt109 Vps75 -5, Tat export inh 0, DAGLB inh -3, AddAB inh 1.7, PfHsp90 set2 14, phage Ecoli inh 1.3, PvdQ inh -1, CAL PDZ inh -1.3, Ecoli viability 1.9 and Wnt bcat act -4.
`CN(C)c1ccc(C=c2c3ccccc3n3c2cc(-c2ccc(Cl)cc2)[n+]3C)cc1` gave Rtt109 Vps75 -16, Tat export inh inactive, DAGLB inh 14, PfHsp90 set2 -10, phage Ecoli inh -1.3, PvdQ inh -15, CAL PDZ inh 13 and Wnt bcat act -2.
For COc1ccc(-c2csc(-n3ncc(-c4cccs4)c3N)n2)cc1 the results were Rtt109 Vps75 1, Tat export inh -1, DAGLB inh -3, AddAB inh 0.0, PfHsp90 set2 2, phage Ecoli inh 3.3, PvdQ inh 3, CAL PDZ inh 0.6 and Ecoli viability -3.0.
Screening COc1cc(C(=O)NCc2cccc3ccccc23)ccc1OCc1ccccc1 returned Rtt109 Vps75 2, Tat export inh 4, DAGLB inh -9, AddAB inh -1.4, phage Ecoli inh 4.7, PvdQ inh 4, CAL PDZ inh -1.0 and Ecoli viability 3.7.
`CCOC(=O)CSc1nc(-c2ccc(OC)cc2)ns1` gave Rtt109 Vps75 7, Tat export inh -1, DAGLB inh -10, AddAB inh 3.6, phage Ecoli inh 1.6, PvdQ inh 7, CAL PDZ inh -1.8 and Ecoli viability 1.5.
`Cc1ccc(-c2ccnc3c(Cl)c(C)nn23)cc1` gave Rtt109 Vps75 4, Tat export inh -8, DAGLB inh -8, AddAB inh 0.6, PfHsp90 set2 4, phage Ecoli inh 3.6, PvdQ inh -10, CAL PDZ inh -1.3, Ecoli viability -0.7 and Wnt bcat act 0.
Screening NC(=S)N/N=C/c1coc2c(ccc3ccccc32)c1=O returned Rtt109 Vps75 -2, Tat export inh 9, DAGLB inh 0, AddAB inh 2.6, PfHsp90 set2 -42, phage Ecoli inh 1.2, PvdQ inh -7, CAL PDZ inh -1.5, Ecoli viability -1.0 and Wnt bcat act 1.
For O=C1c2ccccc2C(=O)N1C1(C(=O)NC2(C(=O)O)CCCC2)CCCC1 the results were Rtt109 Vps75 -2, Tat export inh -2, DAGLB inh -1, PfHsp90 set2 1, phage Ecoli inh 2.9, PvdQ inh -6, CAL PDZ inh 0.0 and Wnt bcat act -4.
For O=C(O)c1c2c(nc3ccccc13)/C(=C/c1cccc([N+](=O)[O-])c1)CCC2 the results were Rtt109 Vps75 1, Tat export inh 11, DAGLB inh 6, AddAB inh 2.5, PfHsp90 set2 -13, phage Ecoli inh 2.3, PvdQ inh -1, CAL PDZ inh -2.8, Ecoli viability 2.1 and Wnt bcat act 0.
`COc1cccc(NC(=S)/C(=C(\[O-])c2ccc(C)c([N+](=O)[O-])c2)[n+]2ccccc2)c1` gave Rtt109 Vps75 5, Tat export inh 3, DAGLB inh -2, AddAB inh 0.0, phage Ecoli inh 2.2, PvdQ inh 13, CAL PDZ inh -2.9, Ecoli viability -2.0 and Wnt bcat act 27.
Screening COC(=O)C(C)Oc1ccc2c(c1)O/C(=C\c1ccco1)C2=O (stereo not drawn) returned Rtt109 Vps75 0, Tat export inh 2, DAGLB inh -1, AddAB inh -1.8, PfHsp90 set2 -12, phage Ecoli inh 2.3, PvdQ inh -2, Ecoli viability -0.5 and Wnt bcat act -2.
COc1ccccc1C(C(C(=O)c1ccccc1)N1CCOCC1)N1CCOCC1 (stereo not drawn) was read as Rtt109 Vps75 -2, Tat export inh -7, DAGLB inh 3, phage Ecoli inh 1.2, PvdQ inh -14, CAL PDZ inh -1.2 and Wnt bcat act -3.
For O=C(Oc1ccc2ccc(OC(=O)N3CCOCC3)cc2c1)N1CCOCC1 the results were Rtt109 Vps75 0, Tat export inh 0, DAGLB inh 3, AddAB inh -1.2, PfHsp90 set2 1, phage Ecoli inh 3.7, PvdQ inh 0, CAL PDZ inh -0.9 and Ecoli viability -3.1.
Screening COc1ccc(N2CCN(c3cnc4ccccc4n3)CC2)cc1 returned Rtt109 Vps75 -14, Tat export inh 14, DAGLB inh -1, AddAB inh 2.2, PfHsp90 set2 -20, phage Ecoli inh 2.4, PvdQ inh 6, CAL PDZ inh -0.7, Ecoli viability -3.1 and Wnt bcat act 10.
Screening C=CCn1c(-c2cccn(Cc3ccc(Cl)cc3)c2=O)n[nH]c1=S returned Rtt109 Vps75 14, Tat export inh -13, DAGLB inh -2, AddAB inh 0.6, phage Ecoli inh 2.2, PvdQ inh 13, CAL PDZ inh -1.0, Ecoli viability -0.3 and Wnt bcat act 6.
`CC1CCCN(C(=O)COC(=O)Cc2c(F)cccc2Cl)C1` (stereo not drawn) gave Rtt109 Vps75 0, Tat export inh 3, DAGLB inh -1, AddAB inh 1.1, PfHsp90 set2 25, phage Ecoli inh 1.1, PvdQ inh -11, CAL PDZ inh -2.5, Ecoli viability 1.2 and Wnt bcat act 14.
Screening O=C(COC(=O)c1ccc(S(=O)(=O)NCc2ccco2)cc1)c1ccccc1 returned Rtt109 Vps75 -6, Tat export inh 5, DAGLB inh -1, AddAB inh 1.2, PfHsp90 set2 -56, phage Ecoli inh 1.8, PvdQ inh 0, CAL PDZ inh -0.6, Ecoli viability 2.4 and Wnt bcat act 0.
Screening CCN(CCCNC(=O)CC1Oc2ccc(C)cc2NC1=O)Cc1ccccc1 (stereo not drawn) returned Rtt109 Vps75 5, Tat export inh -7, DAGLB inh 1, AddAB inh 0.9, PfHsp90 set2 21, phage Ecoli inh 3.0, PvdQ inh 10, CAL PDZ inh 0.0, Ecoli viability 0.3 and Wnt bcat act -1.
CC(C)(C)S(=O)(=O)c1ccsc1C(=O)O was read as Rtt109 Vps75 4, Tat export inh 4, DAGLB inh -2, AddAB inh 5.1, PfHsp90 set2 -16, phage Ecoli inh 1.4, PvdQ inh -13, CAL PDZ inh -0.6, Ecoli viability -0.4 and Wnt bcat act 1.
`COc1ccc(C2OC(=O)c3ccccc3S2)cc1` (stereo not drawn) gave Rtt109 Vps75 10, Tat export inh -3, DAGLB inh -2, AddAB inh -0.8, PfHsp90 set2 25, phage Ecoli inh 1.2, PvdQ inh 2, CAL PDZ inh -2.0, Ecoli viability -1.8 and Wnt bcat act -4.
Cc1ccc(OCc2ccc(C(=O)NCC3CCCO3)cc2)cc1C (stereo not drawn) was read as Rtt109 Vps75 -13, Tat export inh 7, DAGLB inh 1, AddAB inh 1.3, PfHsp90 set2 16, phage Ecoli inh 1.0, PvdQ inh -7, CAL PDZ inh 0.3, Ecoli viability 1.9 and Wnt bcat act -4.

Outcome played no part in choosing rows; any-hit rate near 1.9%.
